Screening results deposited in PubChem by The Scripps Research Institute Molecular Screening Center.
COUP-TFII inh – blocks human COUP-TFII nuclear receptor; P24468; HEK293T NGFI-A luciferase reporter, luminescence; inhibition, % at 8.6 µM; 370,000 tested, 0.7% active; AID 686940;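 active = inhibition above a per-plate cutoff, mean inhibition of test wells between control levels plus 3 SD, cut at about 38% in these data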;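 also: cells cotransfected with COUP-TFII expression vector driving the NGFI-A reporter; 0% = median of COUP-TF2 test wells and 100% = reporter-only cells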
Target sequence (P24468 whole entry, looked up): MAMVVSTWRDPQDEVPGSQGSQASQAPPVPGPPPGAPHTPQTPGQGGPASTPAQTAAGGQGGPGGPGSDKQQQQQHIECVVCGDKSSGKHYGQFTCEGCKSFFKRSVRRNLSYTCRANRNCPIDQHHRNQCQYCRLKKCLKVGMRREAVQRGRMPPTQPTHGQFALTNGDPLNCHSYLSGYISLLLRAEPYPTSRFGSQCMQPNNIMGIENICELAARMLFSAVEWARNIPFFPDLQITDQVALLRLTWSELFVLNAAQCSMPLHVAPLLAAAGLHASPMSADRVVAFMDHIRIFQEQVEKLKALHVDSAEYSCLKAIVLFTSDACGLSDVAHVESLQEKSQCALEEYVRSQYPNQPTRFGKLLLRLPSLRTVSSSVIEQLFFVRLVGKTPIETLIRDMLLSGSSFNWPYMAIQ
NCOA2 inhibitor – human SRC2 (NCOA2) inhibition. Q15596. HEK293 GAL4-SRC2 luciferase reporter, luminescence. inhibition, % at 9 µM. 370,000 tested, 0.17% active. AID 651957;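 active = inhibition above the mean inhibition of all tested compounds plus 3 SD, set per campaign, cut at about 52% in these data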;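 also: 0% = DMSO treated cells and 100% = cells given Gossypol at 36 µM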
Active calls of the source: *.

SMILES	COUP-TFII inh	NCOA2 inhibitor
COc1ccc(C2C(C(=O)Nc3ccc(F)cc3)CCC(=O)N2c2ccc(OC)cc2)cc1 (stereo not given)	-7	-10
CCCCCCCCNS(=O)(=O)CC1NCc2cc(OC)ccc21 (stereo not given)	17	6
Cc1ccc(C2c3c(n[nH]c3C)C(=O)N2Cc2ccccc2)cc1 (stereo not given)	1	0
CC[C@@]1(c2ccc(C)cc2)C(=O)N(C(=O)OC)N1C(=O)OC	5	1
CCNC(=O)N1CCN(c2ccc(N3CCN(C(=O)NCC)[C@@H](C)C3)c(C)c2)[C@H](C)C1	-2	13
O=C(NCCc1ccccc1)OCc1cn(Cc2ccccc2Cl)nn1	17	-9
COc1ccc2ccccc2c1C=NNC(=O)c1cc(-c2ccc(C)cc2)n[nH]1	-11	11
COc1ccc(CNCC#CC2=CCCCC2)c(OC)c1	-39	18
COCc1cc(N2CCN(C(=O)OC(C)(C)C)C[C@H]2C)ccc1N1CC[C@@H](O)C1	-2	-4
COC(=O)CCC1NC(=O)C(Cc2c[nH]c3ccccc23)NC(=O)C2CC(=O)OC(C)C(NC(=O)C(C)NC(=O)C3CCCN3C(=O)C3CCCN3C(=O)C(C)NC(C)=O)C(=O)NC(CC(C)C)C(=O)NC(CCCCNC(=O)CCC(C(=O)NC(Cc3ccc(O)cc3)C(=O)O)NC1=O)C(=O)NC(Cc1c[nH]c3ccccc13)C(=O)N1CCCC1C(=O)NC(CO)C(=O)N2 (stereo not given)	25	16
COc1ccc(-c2cc(NC(=O)Cc3c[nH]c4ccccc34)ccc2N(C)c2cccnc2)cc1F	6	-23
C=CCN1[C@@H](CC(C)C)COc2cccc(N3CCSCC3)c2S1(=O)=O	-6	-11
O=C(C1CCCO1)N1CCN(C2=Nc3ccccc3Sc3ccccc32)CC1 (stereo not given)	17	18
COCc1[nH]nc2c1C(c1ccc(Br)cc1)N(c1ccc(OC)cc1)C2=O (stereo not given)	-7	-12
O=C(NCc1ccccc1)[C@H]1CCCN1C(=O)[C@H]1CCCN1C(=O)N1CCCCC1	3	-6
Cc1ccc(S(=O)(=O)N2CCN(C(=O)c3cccn3C)CC2)cc1	7	8
O=S1(=O)N[C@H](c2ccccc2)COc2cc(Br)ccc21	-17	-22
CCN(C(=O)C1CCCN(c2nnc(-n3cccc3)s2)C1)c1ccccc1C (stereo not given)	-1	35
CCOC(=O)CN1C(=O)N[C@@H](CCc2ccccc2)C(C(C)=O)=C1C	12	-13
O=S1(=O)c2ccc(N3CCC[C@@H]3CO)cc2OCCCN1C1CC1	4	-15
COc1ccc2ccccc2c1CN1CCN(c2ncc(Cc3ccccc3)cn2)CC1	8	-23
COc1ccc(/C=C/S(=O)(=O)NCc2ccc(F)cc2)c(CNC(=O)OC(C)(C)C)c1	-8	12
Cc1ccc(S(=O)(=O)/N=C2/NC(=O)/C(=C/c3ccncc3)S2)cc1	5	-26
Cc1ccc(C(=O)NNC(=O)CSc2nnc(CNc3ccc(F)cc3)n2C)cc1	10	-1
COC(=O)C1=C(C)N(Cc2ccc(Cl)cc2)C(=S)NC1c1cccc(OC)c1 (stereo not given)	11	18
CCOC(=O)CC[C@@H]1CC[C@]2(CCCN(C(=O)c3ccc4ccccc4n3)C2)O1	13	2
COC(=O)[C@]12C[C@H](CC(=O)N3CCSCC3)C(=O)N(Cc3ccccc3)C1=C[C@H](C1CCCC1)O[C@@H]2C	9	16
O=C(NCCc1ccccc1)OCc1cn(-c2cccc(C(F)(F)F)c2)nn1	-9	-11
COC(=O)[C@]12C[C@H](CC(=O)N3CCCCC3)C(=O)N(Cc3ccco3)C1=C[C@H](C(C)C)O[C@@H]2C1CC1	-19	35
COC(=O)Cc1nnn2c1[C@H](C)[C@H](c1ccccc1Br)OCC2	-22	-16
COC(=O)C1CN(Cc2ccc(Cl)cc2)CCS(=O)(=O)N1Cc1cn(Cc2ccc(OC)cc2)nn1 (stereo not given)	-9	-6
COC(=O)c1c(NC(=O)CN2CCN(c3ccccc3OC)CC2)c2c(C)cccc2n1C	4	9
C=C(C)CSc1nc2sc(C)c(C)c2c(=O)n1C	4	3
CCc1ccc(CCNC(=O)OCCCN2CCC3(CCC(c4ccccc4)CC3)C2=O)cc1 (stereo not given)	41*	34
Cc1nn(C2CCCO2)c(=O)nc1N (stereo not given)	11	3
C=CCN1C(=O)[C@@H](CC(=O)NCc2cccc3ccccc23)[C@]2(C(=O)OCC)CCCCC/C=C/12	10	-11
COc1ccc(-c2ccc3c(n2)CCCN3S(=O)(=O)c2ccccc2C)cc1	18	-4
COc1ccc(OC)c(CN2C(=O)CSCC2(C)c2nnnn2C2CCCC2)c1 (stereo not given)	5	-19
Cc1noc(C)c1C(=O)N1CCC(n2nnc3ncccc32)CC1	-9	-28
Cc1ccc2c(c1)-n1c(nc3ccc(C)cc3c1=O)C(Cc1ccc(O)cc1)NC2=O (stereo not given)	-7	1
OC1(C#Cc2c(-c3ccsc3)sc3ccccc23)CCCCC1	-20	-35
COC(=O)C1=C(C)N(Cc2cccc(C(F)(F)F)c2)C(=NCC2CC2)NC1c1ccccc1C(F)(F)F (stereo not given)	7	2
CC(C)CSc1nnc(-c2ccco2)n1C	-19	-20
CCCc1nc2c3ccccc3ccn2c1Cc1ccccc1OC	4	-21
CC(C)CC1NC(=O)c2ccc(Cl)cc2-n2c1nc1ccc(F)cc1c2=O (stereo not given)	-4	6
CCCCNS(=O)(=O)CC1NCc2ccccc21 (stereo not given)	-3	5
C[C@H]1CCCN1c1cccc2c1S(=O)(=O)N(C1CC1)CCCO2	-1	-16
CCCCNC(=O)C1CCCN1C(=O)Nc1ccc2c(c1)OCO2 (stereo not given)	-29	-26
COC(=O)c1ccc(N)c2c(N)ccc(C(=O)OC)c12	-8	-13
COC(=O)[C@]12C[C@H](CC(=O)N3CCCCC3)C(=O)N(Cc3ccccc3)C1=C[C@H](C(C)(C)C)O[C@@H]2C	11	13

Later entries
SMILES	COUP-TFII inh	NCOA2 inhibitor
CCC[C@@H](/C=C/C(=O)OC(C)(C)C)Sc1ccc(N)cc1	1	-7
COC(=O)[C@]1(CC(C)C)NC=C(C(=O)c2ccccc2)[C@@H]1c1cccs1	4	-20
COC(=O)[C@]12C[C@H](CC(=O)N3CCCC3)C(=O)N(CCc3ccc(OC)c(OC)c3)C1=C[C@H](C(C)C)O[C@@H]2C1CC1	8	1
Cc1ccc2nc(-c3ccc(F)cc3)c(Cc3ccsc3)n2c1	-23	-40
O=C(Nc1ccc(F)cc1)OCc1cn(Cc2cc(F)ccc2F)nn1	-2	-17
N#Cc1ccc(/C=C2\CC3(OC(=O)C4CCCC4)CCCN2C3)cc1 (stereo not given)	9	-20
COC(=O)[C@H](C(C)C)N(CCc1cn(Cc2ccccc2)nn1)S(=O)(=O)c1ccc(F)cc1Br	-1	25
CCCCS(=O)(=O)N1CCCc2nc(CC)c(CC)cc21	-9	1
COC(=O)[C@]12CCCCC=C1N(Cc1ccc(OC)cc1)C(=O)[C@@H]2CC(=O)N1CCN(C(=O)C2CC2)CC1	-2	0
CCOC(=O)CC[C@@]1(C(=O)OCC)C[C@@H](CC(=O)NCc2cccs2)C(=O)N2CCCC=C21	-8	18

5 records picked at random from the list so far:
SMILES	COUP-TFII inh	NCOA2 inhibitor
CCCCS(=O)(=O)N1CCCc2nc(CC)c(CC)cc21	-9	1
COC(=O)[C@]1(CC(C)C)NC=C(C(=O)c2ccccc2)[C@@H]1c1cccs1	4	-20
N#Cc1ccc(/C=C2\CC3(OC(=O)C4CCCC4)CCCN2C3)cc1 (stereo not given)	9	-20
COC(=O)[C@]12C[C@H](CC(=O)N3CCCC3)C(=O)N(CCc3ccc(OC)c(OC)c3)C1=C[C@H](C(C)C)O[C@@H]2C1CC1	8	1
CCOC(=O)CC[C@@]1(C(=O)OCC)C[C@@H](CC(=O)NCc2cccs2)C(=O)N2CCCC=C21	-8	18

(more compounds)
SMILES	COUP-TFII inh	NCOA2 inhibitor
COc1cc(NC(=O)c2ccccc2)c(C)cc1NC(=O)CSc1nnc(-c2ccco2)n1Cc1ccco1	20	0
O=C(COC(=O)c1ccc(O)cc1)Nc1ccc(Cl)cc1	13	-22
C=CCn1c(COc2ccc(Cl)cc2)nnc1SCC(=O)c1ccccc1	1	-37
CCOC(=O)C1=CCC(c2ccc([N+](=O)[O-])cc2)N(S(=O)(=O)c2ccc(C)cc2)C1 (stereo not given)	6	2
Cn1ncc(C#N)c1NC(=O)C1CC(c2ccccc2Cl)=NO1 (stereo not given)	4	-5
C[C@H]1NS(=O)(=O)c2cccc(Cl)c2O[C@@H]1c1ccccc1	-8	2
COc1ccc(C2C(C(=O)N3CCN(c4ccccc4C)CC3)CC(=O)N2c2ccc(OC)cc2)cc1 (stereo not given)	26	4
CCOC(=O)n1cc(-c2cnc(CNC(=O)C(C)(c3ccccc3)c3ccccc3)o2)c2ccccc21	13	6
O=c1[nH]c(CSc2nc3ccccc3s2)nc2cc(Cl)ccc12	-15	-8
O=S(=O)(c1ccc(Br)s1)N1CCC(c2nc3ccccc3o2)CC1	-6	-10

Three compounds already listed, arranged by their value in COUP-TFII inh, highest first:
molecule	COUP-TFII inh
COc1cc(NC(=O)c2ccccc2)c(C)cc1NC(=O)CSc1nnc(-c2ccco2)n1Cc1ccco1	20
O=C(COC(=O)c1ccc(O)cc1)Nc1ccc(Cl)cc1	13
C[C@H]1NS(=O)(=O)c2cccc(Cl)c2O[C@@H]1c1ccccc1	-8

Remaining list, next part:
SMILES	COUP-TFII inh	NCOA2 inhibitor
COC(=O)C1=C(C)N(Cc2ccccc2C(F)(F)F)C(=NCc2ccccc2C(F)(F)F)NC1c1ccc(Cl)cc1 (stereo not given)	-9	-17
O=C(Cn1nc(-c2ccccc2)ccc1=O)NCCc1ccc(F)cc1	13	-28
CC(C)(C)OC(=O)n1cc(-c2ccccc2)c2c(-c3ccccc3)c(O)ccc21	5	10
COC(=O)c1cc(-c2cccc(C(F)(F)F)c2)c(=O)n2c1CCC2	3	6
COC(=O)C1CN(Cc2cn(Cc3ccc(Cl)cc3)nn2)CCS(=O)(=O)N1Cc1ccccc1 (stereo not given)	3	21
Cc1cccc(-c2cccc3c4c([nH]c23)[C@@H]2C[C@H](N(C)C(=O)c3ccco3)[C@H]([C@H](C)O)CN2CC4)c1	15	32
Cc1ccccc1-n1nc2c(c1NC(=O)c1cc3ccccc3oc1=O)CS(=O)(=O)C2	12	-1
O=C1CCC(NC(=O)Cc2ccccc2)C(=O)N1 (stereo not given)	-10	-18
COC(=O)[C@]1(C#N)CC(=O)N(Cc2ccc(Cl)cc2)[C@@H]1c1ccc(OC)cc1	-10	20
CCCCCCN(C(=O)CCCCCN1C(=O)NC(c2ccccc2)C(C(=O)OCc2ccccc2)=C1C)C(C(=O)NCCCC)c1ccc(OCC(=O)OC)c(C(=O)OC)c1 (stereo not given)	1	-31
C=CCN1[C@@H](C)COc2cc(N3CCCC3)ccc2S1(=O)=O	-15	0
COCCN1Cc2cc(C(=O)OC)c3c(c2C1=O)c1cc(F)ccc1n3S(=O)(=O)c1ccc(C)cc1	0	4
COC(=O)[C@@]12CCCCC3=C1N(CCC3)C(=O)[C@H]2CC(=O)NCc1ccc(OC)c(OC)c1	-30	11
N#C/C(=C\c1cn(Cc2ccccc2C#N)c2ccccc12)C(=O)NCc1cccs1	-1	6
COC(=O)[C@]12C[C@H](CC(=O)NCC34CC5CC(CC(C5)C3)C4)C(=O)N(Cc3ccco3)C1=C[C@H](C(C)C)O[C@@H]2C1CC1	12	13
C=CS(=O)(=O)N(C(=C)C(=O)OC)S(C)(=O)=O	-2	2
N#CC1=C(N)N2C(=C(C#N)C1c1ccc(Br)cc1)Nc1ccccc12 (stereo not given)	6	-12
CCN(C(=O)[C@@H](C1CC1)[C@@H](O)c1ccc(Cl)cc1)c1ccccc1	13	-8
O=C(Nc1ccc2c(c1)OCO2)OC1CCC12CCCCC2 (stereo not given)	-35	-87
O=C(N[C@H](Cc1ccccc1)C(=O)NCCCN1CCCC1=O)[C@H]1O[C@@H](n2ccc(=O)[nH]c2=O)[C@H](O)[C@@H]1O	-1	16
COc1cccc(CSc2nnc(-c3cccnc3)n2Cc2ccccc2)c1	14	-4
COc1ccc(C=NNC(=O)Cc2cc(=O)[nH][nH]2)c(OC)c1	-10	-22
O=C(C=Cc1ccc(OCc2ccccc2)cc1)c1c(F)cccc1F	-4	-37
COc1cc2c(cc1OC)[C@@]1(c3ccccc3)CCCC[C@H]1[C@@H]2NC(=O)C(F)(F)F	-25	9
COC(=O)[C@]12C[C@H](CC(=O)N3CCCC3)C(=O)N(CCc3ccc(OC)c(OC)c3)C1=C[C@H](COCc1ccccc1)O[C@@H]2C	-8	-7
COC(=O)C1=C(C)N(Cc2ccc(C(F)(F)F)cc2)C(=NCc2ccc(OC)cc2)NC1c1cccc(Cl)c1 (stereo not given)	-21	-5
CN(Cc1ccc(C(C)(C)C)cc1)Cc1cccc2ccccc12	2	-5
COCCN=C1Sc2ccccc2[C@@H]2C[C@H]3[C@H](CON3C)CN12	4	-7

Only part of the results is shown; rates above refer to the full screens.
